Compound activity from PubChem BioAssay.
Pol beta inh: DNA polymerase beta (human) inhibition | P06746 | Pol beta primer extension/strand displacement, fluorescence kinetic | Potency, µM (top dose mostly 114 µM), without a hit: top-dose activity change, negative = inhibition, actives largely listed as inhibitors | 340,000 compounds, 1.3% hits | AID 485314; also: % is scaled to controls: 0 for no effect and ±100 for the full control effect
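10 nM enzyme + cpd, 15 min RT; start with substrate 50 nM final; read 0 min and after 10 min RT. Corrected, normalized data; 4-parameter Hill curve fit.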
BLM inh: Bloom syndrome helicase (human) inhibition | recombinant BLM DNA unwinding, fluorescence dequenching | Potency, µM (series often up to 56.1 µM), without a hit: at the top dose activity change, negative = inhibition, usual class: inhibitors | 350,000 compounds, 0.2% hits;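 also: plate controls were vehicle for no effect and no enzyme for full effect; nearly all actives have a fitted effect of over 35% in size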
BAZ2B block: blocks human BAZ2B; AID 504333; 360,000 compounds, 4.4% hits; AlphaScreen BAZ2B-H3K14Ac peptide displacement; Potency, µM (titrated, usually from 114 µM), for the others: at the top dose activity change, negative = inhibition, actives largely listed as inhibitors; Q9UIF8; also: % is scaled to controls: 0 for no effect and ±100 for the full control effect; nearly all actives have a fitted effect of over 60% in size
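AlphaScreen luminescence quantifies BAZ2B engagement of H3K14Ac peptide; the protein and biotinylated peptide are both at 50 nM final, buffer PBS pH 7.4 with 0.01% Tween-20, all steps at room temperature.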
Pol kappa inh: inhibitors of human DNA polymerase kappa; Q9UBT6; purified Pol kappa, fluorescent DNA synthesis assay, 10 min; Potency, µM (highest dose often 107 µM), for the others: at the top dose activity, negative = inhibition, hits mostly inhibitors; 400,000 compounds, 0.53% hits; also: % is scaled to controls: 0 for no effect and ±100 for the full control effect
Target sequence (Q9UBT6 whole entry, looked up): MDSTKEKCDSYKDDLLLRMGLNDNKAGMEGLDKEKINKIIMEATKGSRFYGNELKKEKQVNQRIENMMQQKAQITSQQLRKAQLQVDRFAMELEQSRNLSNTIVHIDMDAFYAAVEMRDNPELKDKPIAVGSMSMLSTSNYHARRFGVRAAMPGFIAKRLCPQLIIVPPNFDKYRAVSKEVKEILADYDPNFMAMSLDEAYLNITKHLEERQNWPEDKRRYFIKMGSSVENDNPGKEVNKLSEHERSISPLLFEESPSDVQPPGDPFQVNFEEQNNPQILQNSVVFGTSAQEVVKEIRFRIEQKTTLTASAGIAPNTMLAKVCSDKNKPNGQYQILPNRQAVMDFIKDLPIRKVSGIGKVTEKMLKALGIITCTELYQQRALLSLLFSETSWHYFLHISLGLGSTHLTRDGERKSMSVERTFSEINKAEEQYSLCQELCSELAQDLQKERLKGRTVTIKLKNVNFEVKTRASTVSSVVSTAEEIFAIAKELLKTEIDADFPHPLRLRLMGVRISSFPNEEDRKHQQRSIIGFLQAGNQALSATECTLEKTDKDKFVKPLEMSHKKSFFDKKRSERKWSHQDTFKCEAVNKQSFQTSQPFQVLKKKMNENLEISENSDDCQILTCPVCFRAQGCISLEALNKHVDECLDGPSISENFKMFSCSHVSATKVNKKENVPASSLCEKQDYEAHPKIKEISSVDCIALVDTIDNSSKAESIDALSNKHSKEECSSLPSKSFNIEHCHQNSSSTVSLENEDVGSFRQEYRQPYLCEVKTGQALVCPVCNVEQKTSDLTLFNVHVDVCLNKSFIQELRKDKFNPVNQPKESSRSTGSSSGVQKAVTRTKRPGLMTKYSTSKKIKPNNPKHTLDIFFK
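First, compounds were pin-transferred onto 10 nM Pol kappa. After 15 min at room temperature, substrate was added to 50 nM final. Fluorescence was then measured kinetically at 0 and 10 min.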
Pol eta inh: DNA polymerase eta (human) inhibition; AID 588591; 390,000 compounds, 1.2% hits; recombinant Pol eta, fluorescent DNA replication assay; Potency, µM (doses to about 114 µM), for the others: top-dose activity change, negative = inhibition, most hits filed as inhibitors; also: % is scaled to controls: 0 for no effect and ±100 for the full control effect
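Fluorescent replication assay: 50 nM final substrate added after a 15 min room-temperature compound preincubation with 10 nM enzyme. Signal taken at 0 min and again at 10 min.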
G9a block: blocks human histone lysine methyltransferase G9a; Q96KQ7; G9a H3K9 monomethylation, AlphaScreen, 2 h; Potency, µM (top dose mostly 102 µM), for inactives: at the highest dose activity, negative = inhibition, actives largely listed as inhibitors; 350,000 compounds, 8.8% hits; AID 504332; also: % is scaled to controls: 0 for no effect and ±100 for the full control effect; nearly all actives have a fitted effect of over 75% in size
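Signal arises when biotinylated H3K9 peptide, once monomethylated, bridges streptavidin donor and antibody-captured acceptor beads. Enzyme at 20 nM was preincubated 15 min with test compounds; peptide 500 nM and SAM 20 uM then reacted for 2 h.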
APE1 inh: inhibitors of human APE1 endonuclease; 350,000 compounds, 0.35% hits; Potency, µM (highest dose often 65.8 µM), without a hit: at the highest dose activity change, negative = inhibition, most hits filed as inhibitors; recombinant APE1, TAMRA/BHQ-2 abasic DNA cleavage fluorescence; AID 2517; P27695;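 also: plate controls were vehicle for no effect and reference inhibitor for full effect; nearly all actives have a fitted effect of over 55% in size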
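Quantitative HTS: incision of a TAMRA/BHQ-2 double-stranded substrate bearing a tetrahydrofuran abasic site by 0.75 nM APE1 raises fluorescence. Substrate 50 nM final, added after 15 min compound preincubation at room temperature; progress as third-minus-first kinetic read difference.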
POLI inh: DNA polymerase iota (human) inhibition. Pol iota fluorescent replication assay, 10 min. 390,000 compounds, 1% hits. Potency, µM (highest dose often 115 µM), inactives show at the top dose activity, negative = inhibition, usual class: inhibitors. Q9UNA4. AID 588590
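Fluorescent replication assay read twice, at 0 min and 10 min after adding 50 nM (final) substrate. Enzyme (10 nM) and compounds were first incubated 15 min at room temperature; enzyme-free buffer wells were negative controls.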
JMJD2A Tudor: JMJD2A Tudor domain (human) inhibition; Potency, µM (series often up to 114 µM), inactives show at the top dose activity change, negative = inhibition, hits mostly inhibitors; O75164; 390,000 compounds, 4.4% hits; AID 504339; AlphaScreen JMJD2A-Tudor / H3K4me3 peptide binding; also: % is scaled to controls: 0 for no effect and ±100 for the full control effect; nearly all actives have a fitted effect of over 50% in size
An asterisk follows results filed as active; ? = inconclusive; nt = not tested or not shown; & = joins results of further samples; [ ] = another dose, or the depositor's remark. Calls follow the shape of the dose curve; as a rule, active = well fitted curve in the direction sought with a large enough effect; inconclusive = small, poorly fitted or top-dose-only effect, or another doubt; inactive = no such curve, though single readings can be large; an effect the other way counts as inactive or inconclusive. Potency is read from the fitted curve at half-maximal effect. An excerpt. The share of hits here may be higher or lower than overall.

Start of the listing, in advance (two entries):
| smiles | Pol beta inh | BLM inh | BAZ2B block | Pol kappa inh | Pol eta inh | G9a block | APE1 inh | POLI inh | JMJD2A Tudor |
| --- | --- | --- | --- | --- | --- | --- | --- | --- | --- |
| CC(C(=O)Nc1ccon1)N1C(=O)c2ccccc2S1(=O)=O (stereo not given) | nt | nt | 6.7% | 2.4% | -20.9% | 3.0% | 2.9% | 41.1%[activator] | -1.4% |
| CCOC(=O)C1(CCCc2ccccc2)CCN(Cc2ccn[nH]2)CC1 | -4.4% | -3.1% | -18.1% | -22.4% | 0.8% | 50.1µM* | -4.1% | 2.3% | -20.3% |

The whole of this part, from the start:
| smiles | Pol beta inh | BLM inh | BAZ2B block | Pol kappa inh | Pol eta inh | G9a block | APE1 inh | POLI inh | JMJD2A Tudor |
| --- | --- | --- | --- | --- | --- | --- | --- | --- | --- |
| CC(C(=O)Nc1ccon1)N1C(=O)c2ccccc2S1(=O)=O (stereo not given) | nt | nt | 6.7% | 2.4% | -20.9% | 3.0% | 2.9% | 41.1%[activator] | -1.4% |
| CCOC(=O)C1(CCCc2ccccc2)CCN(Cc2ccn[nH]2)CC1 | -4.4% | -3.1% | -18.1% | -22.4% | 0.8% | 50.1µM* | -4.1% | 2.3% | -20.3% |
| O=C(NCCCCC(NC(=O)C1CCCCC1)C(=O)O)c1ccccc1 (stereo not given) | -0.5% | -3.7% | -1.8% | -16.0% | -4.5% | 11.4%[12.7 µM] | -4.2% | -7.3% | -6.4% |
| NN(CCO)C(=S)Nc1ccc(Cl)cc1 | 0.9% | 0.5% | ? | -6.7% | -9.2% | 11.2µM* | -0.2% | -7.4% | -9.2% |
| CCOc1ccc(C(=O)NC(=S)N2CCN(c3ccc(C(F)(F)F)cc3[N+](=O)[O-])CC2)cc1 | -0.1% | 3.4% | 7.7% | -8.1% | -10.2% | 5.9%[59 µM] | 6.4% | 9.2% | -7.8% |
| CCOc1ccccc1OCCOc1ccccc1OC(C)C | 3.2% | -4.2% | 48.6%[activator] | -16.8% | -23.1% | 114.8%[activator] | -0.2% | 14.2% | 71.4%[activator] |
| CN(C)S(=O)(=O)c1cc(NC(=O)COC(=O)C2COc3ccccc3O2)ccc1Cl (stereo not given) | 6.1% | -1.1% | nt | -9.8% | -4.4% | ? | -3.7% | -21.4% | -15.2% |
| CC(=O)/C(=C/N(C)C)C(=O)Nc1ccc(Cl)cc1Cl | -24.4% | -5.7% | -28.6% | -6.9% | 4.3% | ? | -0.3% | ? | -13.9% |
| COc1ccccc1CCC(=O)OCC(=O)Nc1ccc(C(N)=O)cc1 | 66.6% | 0.1% | -13.1% | 0.1% | -8.2% | -6.1% | 3.8% | 38.5%[activator] | 2.7% |
| CCn1c2ccccc2n2c(=O)c(=O)n(CC(=O)N3CCN(c4ccccc4OC)CC3)nc12 | 2.1% | -2.1% | 1.1% | nt | nt | 8.9% | -4.2% | nt | nt |
| CSc1ncccc1C(=O)OCC(=O)Nc1ccc(N2CCOCC2)cc1 | nt | nt | nt | 6.2% | -17.6% | nt | 1.4% | 2.1% | -14.7% |
| COc1ccc(N2CC(O)=C(c3nc4ccccc4s3)C2=N)c(OC)c1 | 8.2% | -2.2% | 0.2% | -2.8% | -3.6% | -1.5% | -2.7% | 8.1% | ? |
| CCCCn1c(N)c(N(CCOC)C(=O)c2ccc(Br)s2)c(=O)[nH]c1=O | nt | nt | 11.4% | -3.9% | -16.8% | -13.5% | 36.9% | -4.1% | 4.8% |
| CCOC(=O)c1ccccc1NC(=O)c1cncc(Br)c1 | ? | -1.6% | 4.3% | -1.9% | -11.6% | -28.7%[12.7 µM] | -0.8% | 57.2%[activator] | -10.3% |
| Cn1c(=O)cc(SCC(=O)NCCCN2CCOCC2)c2ccccc21 | 19.5% | 4.0% | 9.5% | -8.1% | 10.0% | -44.6% | -1.9% | 4.3% | -11.4% |
| CSc1ncccc1C(=O)N1CCCC(N2CCN(c3ccccc3F)CC2)C1 (stereo not given) | 3.4% | -0.3% | 0.8% | 8.6% | 6.8% | 44.2% | 28.1% | 12.8% | -12.0% |
| O=C(Nc1ccc(N2CCOCC2)cc1)c1ccc(Br)o1 | 9.2% | -4.0% | -18.7% | 0.2% | -18.2% | 9.9% | 1.0% | 48.9%[activator] | -9.2% |
| CCN(CC)c1ccc(NC(=O)c2c(C)noc2C)cc1 | 7.8% | -3.4% | ? | 2.9% | -14.2% | 28.2µM* | -2.8% | 39.9%[activator] | -26.5% |
| Cc1cn2c(=O)cc(COc3cc(C)c(Cl)c(C)c3)nc2s1 | 0.2% | -1.3% | -1.0% | -8.2% | -9.5% | 10.8%[59 µM] | nt | 36.6%[activator] | -4.0% |
| Cc1ccc(-c2cnc3n2CCCCC3)cc1 | 18.4% | 0.4% | -11.9% | 10.9% | -6.2% | -0.9% | 0.3% | -4.5% | -26.1% |
| C=CCN1C(=NC(=O)COc2ccccc2)SC2CS(=O)(=O)CC21 (stereo not given) | 2.4% | -0.5% | -11.3% | 7.0% | -13.4% | 16.1% | 17.1% | 45.8%[activator] | -11.1% |
| CCOc1ccccc1C1CC(c2ccc(F)cc2)Nc2nc(N)nn21 (stereo not given) | 0.3% | -7.1% | -38.7% | -10.8% | -2.7% | ? | -2.4% | -0.9% | -28.9% |
| Cc1ccc2cc3cc(C(=O)NCc4ccco4)oc3nc2c1 | 79.4µM* | -8.5% | ? | ? | ? | -50.1%[0.0925 µM] | 10.1% | ? | ? |
| CCOc1ccccc1C(=O)N(Cc1ccccc1F)C1CCS(=O)(=O)C1 (stereo not given) | 15.6% | 3.3% | -1.2% | 6.4% | 3.3% | -3.8%[59 µM] | nt | 4.2% | -22.6% |
| Cc1ccc(C(=O)NCCn2cc(SCC(=O)N3CCOCC3)c3ccccc32)cc1 | -7.5% | 2.9% | 9.8% | 12.0% | -7.3% | 15.7%[59 µM] | -1.6% | 38.8%[activator] | -3.5% |
| CN1CCN(C(=S)NC(=O)c2cccc(S(=O)(=O)N(C)C)c2)CC1 | 11.1% | 1.2% | -31.0% | 4.7% | -14.6% | 14.1µM* | -0.8% | -12.3% | -26.0% |
| Nc1ncnc2c1ncn2[C@@H]1O[C@H](CO)C[C@@H]1O | 2.0% | -0.3%&-7.2% | -8.4% | nt | nt | 19.5%[59 µM] | -3.9%&-1.4% | nt | nt |
| COc1cc2c(cc1NC(=O)CN1CCN(S(=O)(=O)c3ccc(C)cc3)CC1)oc1ccccc12 | -0.3% | -7.3% | 3.3% | -4.9% | -21.3% | 13.3%[59 µM] | 5.8% | 36.0%[activator] | -2.1% |
| CCc1cc(C(=O)N2CCN(C(=O)c3ccco3)CC2)sc1C | nt | nt | 8.9% | -9.1% | -4.5% | ? | -7.8% | 14.5% | -10.1% |
| CCOc1ccc(C(=O)NCC(=O)NNC(=O)c2cc(C)oc2C)cc1OCC | nt | nt | nt | 9.3% | -10.5% | nt | 7.8% | 12.9% | -19.5% |
| Cc1cccc(CC(=O)NCCS(=O)(=O)N2CCN(c3cccc(Cl)c3)CC2)c1 | nt | nt | -3.3% | -9.9% | -15.3% | -4.7% | 2.3% | -9.5% | -11.5% |
| O=C(Nc1cnn(Cc2c(Cl)cccc2Cl)c1)c1ccc([N+](=O)[O-])cc1 | ? | -3.6% | 3.8% | -21.5% | -12.5% | -22.1%[59 µM] | -4.0% | ? | -13.9% |
| O=C(NC1CC1)c1cc2ccccc2o1 | 3.9% | -0.4% | -3.2% | 2.7% | -2.6% | -68.2% | 3.8% | 29.2% | -7.4% |
| CC(O)Cc1nsc(NC(=O)c2cccs2)n1 (stereo not given) | 47.3% | -10.0% | 3.8% | 1.4% | 5.6% | -33.0% | -10.9% | -6.9% | -9.9% |
| Nc1ccc(NC(=O)c2ccc(C(=O)Nc3ccc(N)cc3)cc2)cc1 | ? | 4.8% | 70.8µM* | 7.0% | -20.9% | 57.8%[activator] | -0.4% | 4.5% | 56.2µM* |
| CCOC(=O)CN1CC23C=CC(O2)C(C(=O)NCc2ccccc2OC)C3C1=O (stereo not given) | 2.9% | 1.6% | -4.4% | -2.1% | -6.7% | 7.6%[59 µM] | -1.3% | 7.8% | -25.4% |
| COc1cc(C(CC(=O)Nc2ccccn2)N2Cc3ccccc3C2=O)cc(OC)c1OC (stereo not given) | 42.8% | -2.4% | -0.3% | -1.4% | -4.5% | -0.4% | -3.6% | 3.5% | -11.0% |
| CCc1nnc(NC(=O)C2=CCN(S(=O)(=O)c3ccc(F)cc3)CC2)s1 | 8.1% | -1.3% | -11.0% | -13.7% | -4.2% | nt | 20.7% | 7.3% | -14.4% |
| CCC(C)NC(=O)C1c2ccccc2C(=O)N1Cc1ccc(F)cc1 (stereo not given) | 5.8% | -2.6% | -2.0% | -20.7% | -14.8% | 22.4% | 23.8% | 24.9% | -14.8% |
| CC1CCCCN1CC(=O)N1CCCc2c1c(=O)oc1ccc(OCc3ccccc3)cc21 (stereo not given) | ? | 0.9% | -34.0% | -0.6% | -18.9% | ? | nt | -10.3% | -29.8% |
| O=C(CN1C(=O)C2C3C=CC(C3)C2C1=O)Nc1nc(-c2ccccn2)cs1 (stereo not given) | 12.0% | -6.5% | 50.1µM* | 5.6% | ? | 39.8µM* | 14.2% | ? | 50.1µM* |
| Cc1nc(C(C)NC(=O)c2ccc(OC3CCN(Cc4ccccn4)CC3)cc2)c(C)s1 (stereo not given) | 8.7% | 1.1% | 79.4µM* | -3.5% | -19.9% | 7.4% | 69.4% | 36.9%[activator] | -33.6% |
| COc1ccc2nc(SCc3cnc(C)nc3N)[nH]c2c1 | -20.1% | 0.4% | 8.1% | -6.2% | -9.7% | 4.6%[59 µM] | -1.4% | -1.1% | -16.1% |
| CCN(CC)S(=O)(=O)c1ccc(-c2csc(C)n2)cc1 | -13.3% | -5.2% | 12.6% | 1.5% | -8.8% | nt | 0.3% | 12.7% | ? |
| O=C1c2ccccc2C(=O)N1OCc1cccc(Cl)c1 | 7.2% | 0.6% | -2.2% | -7.6% | -9.1% | -46.1% | -4.4% | -0.4% | 2.5% |
| O=C(Nc1nc2ccc(SC(F)F)cc2s1)c1ccc(NS(=O)(=O)c2ccc(F)c(F)c2)cc1 | -12.4% | -18.6% | -7.9% | -36.2% | ? | -16.5%[59 µM] | -9.0% | ? | -32.2% |
